Assay outcomes from PubChem BioAssay.
TNAP act hiacc: increases human TNAP activity under high phosphate acceptor concentration; P05186; purified TNAP, CDP-star luminescence, 1 M DEA, 30 min; hits give high values; 0 = EDTA background, 1 = DMSO-only activity; activation factor at 20 µM; 200,000 tested, under 10 active; AID 1136;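 active = activation factor at least 2 at 20 µM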
Target sequence (P05186 whole entry, looked up): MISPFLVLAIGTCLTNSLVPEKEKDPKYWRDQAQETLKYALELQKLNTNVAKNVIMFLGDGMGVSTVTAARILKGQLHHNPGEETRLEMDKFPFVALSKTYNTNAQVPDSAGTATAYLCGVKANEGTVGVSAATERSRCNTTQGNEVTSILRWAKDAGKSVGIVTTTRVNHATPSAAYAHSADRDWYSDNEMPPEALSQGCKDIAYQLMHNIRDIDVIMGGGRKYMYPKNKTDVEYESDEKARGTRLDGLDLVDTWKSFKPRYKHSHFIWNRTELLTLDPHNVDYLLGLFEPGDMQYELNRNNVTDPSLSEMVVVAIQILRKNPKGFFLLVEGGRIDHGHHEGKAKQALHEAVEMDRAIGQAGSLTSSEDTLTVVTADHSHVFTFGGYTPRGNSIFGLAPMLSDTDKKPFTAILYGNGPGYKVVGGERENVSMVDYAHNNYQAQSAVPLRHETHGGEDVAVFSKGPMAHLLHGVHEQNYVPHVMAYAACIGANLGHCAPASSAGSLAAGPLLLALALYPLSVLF
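Dosing: 20 µM single point. System: human TNAP. Amount: TNAP 1/800 final. Incubation: 30 min, room temperature. Read-out: TNAP activation factor scaled between EDTA and DMSO control wells. Signal: luminescence from CDP-star hydrolysis. Medium: 1 M DEA, pH 9.8, Mg2+, Zn2+. Control set: EDTA negative control, DMSO positive control.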
Diaph act CS: counter-screen for diaphorase-based assays: diaphorase activators and chemical reducers; Diaphorase/resazurin coupled assay, resorufin fluorescence, 16 min; hits give high values; 1 = vehicle wells, 0 = NADH-free wells; activation factor at 20 µM; hit rate 0.005% among 190,000; AID 1229;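 active = diaphorase activity raised at least twofold by the compound at 20 µM; inactive = activation factor below 2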
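System – purified diaphorase enzyme from Clostridium kluyveri · Input – enzyme 0.07 U/mL final · Also added – final NADH 0.114 mM, resazurin 0.1 mM · Measured by – fluorescence of resorufin, 544 nm excitation, 590 nm emission · Timing – 16 min enzyme reaction, ambient temperature · Measure – resorufin increase flagging diaphorase activators or reducers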
PMI activator: increases human mannose-6-phosphate isomerase activity | hit rate 0.005% among 190,000 | AID 1214 | purified human PMI, coupled resazurin fluorescence, 20 min; hits give high values; 1 = vehicle control, 0 substrate-free wells | activation factor at 20 µM | P34949;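 active = activation factor of 2 or more at 20 µM, relative to plate controls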
Target sequence (P34949 whole entry, looked up): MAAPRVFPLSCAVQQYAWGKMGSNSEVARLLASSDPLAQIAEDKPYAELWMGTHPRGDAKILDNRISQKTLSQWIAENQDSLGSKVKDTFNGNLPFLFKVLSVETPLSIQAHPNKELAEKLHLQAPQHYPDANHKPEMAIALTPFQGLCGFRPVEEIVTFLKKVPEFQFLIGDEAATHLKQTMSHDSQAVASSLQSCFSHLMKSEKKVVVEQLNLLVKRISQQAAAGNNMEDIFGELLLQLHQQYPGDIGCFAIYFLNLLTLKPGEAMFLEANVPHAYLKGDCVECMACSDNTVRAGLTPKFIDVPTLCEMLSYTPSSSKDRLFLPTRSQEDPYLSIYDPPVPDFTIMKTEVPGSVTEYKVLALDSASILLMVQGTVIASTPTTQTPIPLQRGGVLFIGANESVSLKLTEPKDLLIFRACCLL
TNAP inh no acc: TNAP (human) inhibition, acceptor-free conditions; inhibition, % at 20 µM; AID 1012; hit rate 0.26% among 200,000; purified TNAP, CDP-star luminescence, 30 min;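 active = tissue-nonspecific alkaline phosphatase inhibition above about 50% at 20 µM in the single-dose screen, limit read from the data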;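 note: 0% = DMSO negative control and 100% = EDTA positive control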
bIAP act: intestinal alkaline phosphatase (bovine) activation | hit rate 0.17% among 200,000 | purified bovine IAP, CDP-star luminescence, 30 min; hits give high values; fold of DMSO-control signal, blank-subtracted | activation factor at 20 µM;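 active = activation factor of 2 or more at 20 µM, a signal rise over negative controls twice the positive control's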
bIAP inhibitor: intestinal alkaline phosphatase (bovine) inhibition. purified bovine IAP, CDP-star luminescence, 30 min. inhibition, % at 20 µM. 190,000 tested, under 10 active. AID 1019;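 active = over 50% inhibition of intestinal alkaline phosphatase at 20 µM in the single-dose screen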
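System: purified bovine intestinal alkaline phosphatase (IAP) enzyme; Input: IAP diluted 1/65,000,000 in the well; Measured by: CDP-star luminescence signal; Compound dosing: 20 µM single dose; Incubation: 30 min reaction at room temperature.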
TNAP inh hiacc: TNAP (human) inhibition, high acceptor | P05186 | purified TNAP, CDP-star luminescence, 1 M DEA | inhibition, % at 20 µM | hit rate 0.03% among 200,000;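 active = over 50% inhibition of tissue-nonspecific alkaline phosphatase at 20 µM in the single-dose screen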;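 note: plate controls were DMSO wells for no effect and EDTA-quenched wells as full inhibition for full effect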
Diaphorase inh: inhibits diaphorase or chemically oxidizes, flagging diaphorase assay artifacts | diaphorase resazurin-to-resorufin fluorescence, NADH, 16 min; bacterial (C. kluyveri) enzyme, not human | inhibition, % at 20 µM | hit rate 0.69% among 190,000 | AID 1217;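 active = primary screen inhibition at 20 µM above a set limit, cut at about 50% in these data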;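 note: plate controls were DMSO with full reaction for no effect and wells lacking NADH for full effect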
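Test system: Clostridium kluyveri diaphorase enzyme / Quantity: diaphorase at 0.14 U/mL in enzyme working solution / Incubation: 16-min room-temperature incubation before reading / Benchmarks: NADH-free wells as positive control, DMSO-only neutral wells / Signal: resorufin fluorescence 544/590 nm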
L major viab: reduces viability of Leishmania major promastigotes | resazurin fluorescence viability | inhibition, % at 10 µM | hit rate 9% among 200,000; in the data active = inhibition above about 50%;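 note: promastigotes grown with compound for 44 hours at 28 °C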
PMI act satM6P: increases human PMI activity with near-saturating mannose 6-phosphate | hit rate 0.34% among 190,000 | AID 1216 | P34949 | activation factor at 20 µM | coupled PMI enzyme assay, resazurin fluorescence, 20 min; hits give high values; 1 = untreated enzyme, 0 = substrate-free blank;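 active = activation factor of 2 or more at 20 µM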
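Test system – human PMI in coupled enzyme assay · Timing – 20 min incubation at room temperature · Detection – Diaphorase-driven resazurin-to-resorufin fluorescence, excitation 544, emission 590 nm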
* hit, by the source's call; . = not tested or not shown.

SMILES	TNAP act hiacc	Diaph act CS	PMI activator	TNAP inh no acc	bIAP act	bIAP inhibitor	TNAP inh hiacc	Diaphorase inh	L major viab	PMI act satM6P
CCN1CCN(c2ccc(NC(=O)COc3ccccc3Cl)cc2)CC1	1	0.9	1.1	-7	1	-3	-1	12	13	1
CCn1c(C)cc(C)c(C#N)c1=O	1.1	1	1.1	-14	1	1	-8	0	-5	1.1
Cc1ccccc1CN(CC(=O)Nc1cccc([N+](=O)[O-])c1)S(=O)(=O)c1ccc(Cl)cc1	1	0.8	0.9	3	1	2	-2	20	100*	0.9
COc1ccc(N/C=C/c2nc(SC)nnc2C)cc1	0.8	0.6	0.8	18	0.9	10	21	40	14	0.7
COc1ccc(-c2ccc(-c3nc4c(c(=O)[nH]c(=O)n4Cc4ccccc4)n3C)o2)c([N+](=O)[O-])c1	0.9	0.7	0.9	-6	0.6	37	8	26	72*	0.6
O=C(CSc1nc(-c2ccccc2)cc(=O)[nH]1)NCc1ccc2c(c1)OCO2	1.1	0.8	0.9	-14	0.9	11	-6	24	-7	0.9
Cc1ccc(C)c(C(=O)CSc2nnc(C)s2)c1	1.1	0.9	1	-7	1	-3	-6	13	-1	0.9
CCCn1c(=NC(C)=O)c(C(=O)OCC)cc2c(=O)n3ccccc3nc21	1	1	0.9	-4	0.9	6	-5	5	7	1
COc1cccc2c1OCC1COc3c(c(=O)n(C)c(=O)n3C)C21 (centres undefined)	1.1	0.9	1.1	0	0.9	5	-10	9	-1	1
Cc1ccc(OCc2nnc(SCC(=O)NC3CCCCC3)n2C)cc1	1	0.9	1	-6	1	-2	2	7	.	1
COc1cc(/C=C/c2[nH]c(=O)[nH]c(=O)c2[N+](=O)[O-])ccc1OCCC(C)C	1	0.7	1.1	3	0.9	7	4	26	5	0.9
CCOC(=O)c1c(C)c(C(=O)NCC2CCCO2)c(C)n1CC (centres undefined)	1	0.9	0.9	-11	1	-2	-4	12	-2	0.9

2 records drawn at random from the list so far, as already listed:
SMILES	TNAP act hiacc	Diaph act CS	PMI activator	TNAP inh no acc	bIAP act	bIAP inhibitor	TNAP inh hiacc	Diaphorase inh	L major viab	PMI act satM6P
COc1cccc2c1OCC1COc3c(c(=O)n(C)c(=O)n3C)C21 (centres undefined)	1.1	0.9	1.1	0	0.9	5	-10	9	-1	1
O=C(CSc1nc(-c2ccccc2)cc(=O)[nH]1)NCc1ccc2c(c1)OCO2	1.1	0.8	0.9	-14	0.9	11	-6	24	-7	0.9

Continued:
SMILES	TNAP act hiacc	Diaph act CS	PMI activator	TNAP inh no acc	bIAP act	bIAP inhibitor	TNAP inh hiacc	Diaphorase inh	L major viab	PMI act satM6P
CCc1[nH]c(=O)[nH]c1C(C)S(=O)(=O)c1ccc(C)cc1 (centres undefined)	1.1	0.9	0.7	-9	1	-1	-6	12	-1	0.3
O=C(NCCc1ccccc1)C1CCCN(S(=O)(=O)c2cccs2)C1 (centres undefined)	1	0.9	0.9	-11	0.9	9	1	8	-5	0.9
COc1ccc(NC(=O)c2c(NC(=O)CNCc3ccco3)sc3c2CCC3)cc1	1	0.9	0.9	-10	1.2	-16	-2	9	10	0.9
Cn1c(=O)n(C)c2cc(NS(=O)(=O)c3ccc(C(C)(C)C)cc3)ccc21	1	0.8	0.9	-6	1	3	-2	25	49	0.9
Cc1ccccc1C(=O)N/N=C/c1ccncc1	1	0.9	0.9	-8	1	-4	-3	8	-4	1
CCC(=O)Nc1ccc2c(c1)C(=O)c1ccccc1C2=O	1	0.9	1.5	4	0.9	7	-3	5	11	1.7
Cc1cccc(C)c1-n1c(C)nn(CC#N)c1=O	1	0.9	1	-11	1.1	-7	-4	6	-3	1
CC(CC(=O)Nc1cc(C(F)(F)F)ccc1Cl)c1ccccc1 (centres undefined)	1	0.8	0.8	-4	0.8	22	0	21	-7	0.9
Cc1ccc(C(=O)N/C(=C/c2ccc(Cl)cc2)C(=O)NCC2CCCO2)cc1 (centres undefined)	1	0.8	0.9	-13	0.9	15	-1	16	46	1
O=Nc1c(O)n(Cc2ccc(Cl)c(Cl)c2)c2ccccc12	1.1	0.7	0.9	0	1	-2	-5	28	77*	0.9
Cn1nc(/C=C/c2ccccc2)ccc1=O	1.1	0.9	1	-12	1	-3	-5	11	-2	0.9
COc1cc2c3c(c1OC)C1(C=CC(=NNC(N)=O)C=C1)CC3N(C(C)=O)CC2 (centres undefined)	1.1	0.8	1	-15	0.9	5	-6	23	19	0.9
Cc1cc(C)n(CC(=O)n2c3c(c4ccccc42)CCCC3)n1	1	1.1	1	0	0.9	12	-5	-13	-2	1
Cc1ccc(-n2c(=O)[nH]c3ncccc3c2=O)cc1	1	1	0.9	-2	1.1	-11	-5	3	-8	0.9
O=C(Nc1cccc2nsnc12)c1ccc(-c2ccc(Br)cc2)o1	1	0.7	0.8	-7	0.9	9	-1	30	-7	0.5
O=C(NN1C(=O)c2ccccc2NC1c1ccc([N+](=O)[O-])o1)c1ccccc1 (centres undefined)	1	1	1.2	-5	1.1	-6	3	4	86*	1
Cc1cc(OCc2nc(-c3cccnc3)no2)c(C)cc1Br	1.1	1	0.9	-6	0.9	9	-8	-2	-1	1
CCn1ncc2c(OCc3ccc(C#N)cc3)cc(C)nc21	1.1	0.9	1	-3	0.9	8	-9	14	7	1
COC(=O)c1ccc(NC2=CC(=O)CC(C)(C)C2)cc1	1	0.9	0.9	-6	0.9	5	3	5	-5	1
COc1ccccc1NC(=S)c1ccccc1	1	1	0.9	-1	1	4	2	4	7	1.1
Cc1ccc(O)c(C2=Nc3ccccc3N=C(c3ccco3)C2)c1	1.1	1	1	-1	1	4	-6	2	1	1
Cc1ccc(NC(=O)C2CCN(S(=O)(=O)c3cccc4nonc34)CC2)nc1	1.1	0.9	1	-8	0.9	5	-10	11	9	1
COc1ccc(CNC(=O)C(NC(C)=O)C(=O)Nc2ccc(C(C)C)cc2)cc1 (centres undefined)	1.1	0.9	1	-37	1.6	-64	-6	6	6	1
CC(C)=C(C#N)c1nc2ccccc2s1	1	0.9	0.9	-13	0.9	10	-2	10	-3	1
CN1CCN(NC(=O)c2cc(Br)ccc2Cl)CC1	1	0.9	0.9	-10	1.1	-11	-3	8	-7	0.9
N#CC1=C2C=Cc3ccccc3N2CCCC1=O	1.1	1	1	-12	1	-3	-6	-4	-8	1
O=C(O)c1cccc(Nc2nc(N3CCOCC3)nc(N3CCOCC3)n2)c1	1.1	0.9	1	-14	0.9	10	-5	11	-13	1.1
CC(C)c1ccc(NC(=S)NNC(=O)c2cccs2)cc1	1	0.9	1	-130	1.4	-35	0	13	-8	1
Nc1nc(Nc2ccccc2)nc(N2CCOCC2)c1[N+](=O)[O-]	1	0.9	0.9	-5	0.9	11	0	9	-6	0.9
Clc1ccc(/C=N/Nc2nn[nH]n2)cc1	1	1	1.3	-9	0.9	10	-4	5	1	1.3
CCOC(=O)c1ccc(CS(=O)c2ccc(Cl)cc2)o1 (centres undefined)	1	0.9	1	-9	0.9	6	3	10	-1	0.7
O=C(CN1C(=O)CC(c2ccco2)Sc2ccccc21)NC1CCCCC1 (centres undefined)	1.1	0.8	0.9	-10	1.1	-6	-8	19	-6	1
COc1ccc(CNC(=O)CCc2nc3cc(S(=O)(=O)N(C)C)ccc3n2C)cc1OC	1	0.9	1	-14	1.1	-9	-5	15	4	1
COc1cccc(CC(NC(C)=O)C(=O)NC2CCN(c3nnnn3-c3ccccc3)CC2)c1OC (centres undefined)	1.1	0.9	1	-32	1.2	-16	-7	6	-2	1
CCCCOC(=O)Cn1c(=O)c2c(nc(Br)n2Cc2ccccc2)n(C)c1=O	1.1	0.7	1	-11	1	2	-8	27	4	0.9
N#C/C(=C(/O)c1ccco1)c1nc2ccccc2[nH]1	1	0.8	0.9	-14	1	3	-4	20	12	0.8
Cc1ccc(NC(=O)CN2CCC(C(N)=O)CC2)cc1[N+](=O)[O-]	1	0.9	1.1	-3	1.1	-11	2	9	-2	1.1
CN(C)CC/C=C1/c2ccccc2COc2ccccc21	1	0.9	1	-7	1.1	-9	-4	8	.	1
O=C(Nc1ccc(S(=O)(=O)N2CCCC2)cc1Cl)C1=COCCO1	1	0.9	1	-12	0.9	12	0	11	13	1
CCc1cc(C(=O)N=Nc2c(O)[nH]c3c(Br)cc(Br)cc23)c2ccccc2n1	0.9	0.9	0.9	-44	1.3	-33	8	7	0	1
CCN(CC)C(=O)C1CCCN(Cc2ccccc2F)C1 (centres undefined)	1.1	0.8	1	7	1	2	-8	17	-8	1
c1cncc(-c2nn3c(Cn4nnc5ccccc54)nnc3s2)c1	1	1	0.6	-10	1	3	-4	1	0	0.9
O=C(CN1CC(=O)Oc2ccccc21)OCC(=O)c1cccc(Br)c1	1	0.6	0.6	-19	1.1	-13	-2	42	-11	0.5
COc1cc(C(=O)NC(c2ccccc2)c2ccccc2)cc(Cl)c1OC	1	0.9	0.8	-2	0.9	12	1	10	11	1
C=CCc1ccc(OCC(O)CN2CCC(Cc3ccccc3)CC2)c(OC)c1 (centres undefined)	1	1	1	-5	0.7	31	-4	-4	100*	1.1
O=C(/C(=C/O)N=Nc1ccccc1)c1ccco1	0.9	0.8	0.5	11	1.1	-6	12	25	3	0.7
CCN(CC(=O)Nc1ccc(N2CCOCC2)cc1)C(=O)COc1ccccc1OC	1	1	0.9	-31	1.1	-10	-1	4	-3	0.9
COc1ccc(-n2nnnc2SCC(=O)N2C(C)CCCC2C)c(OC)c1 (centres undefined)	1	0.8	1	-6	1	-5	-1	18	0	1
CCCCOC(=O)Nc1nccs1	1	0.9	1	3	0.3	.	0	7	-5	0.9
CCc1ccc(C(=O)NCc2cnn(C)c2)s1	1	1	1	-6	1.1	-14	-4	-2	-1	0.9
O=C(CSc1nnc(-c2ccccc2)c(-c2ccccc2)n1)Nc1ccc(Br)cn1	1	0.9	0.9	-11	1	-4	2	12	66*	0.9
COC(=O)Nc1nc2c(s1)CCCC2	1	0.9	0.9	-3	0.8	15	0	9	-8	1

In the list so far, 3 have two or more sulfur atoms.
SMILES	TNAP act hiacc	Diaph act CS	PMI activator	TNAP inh no acc	bIAP act	bIAP inhibitor	TNAP inh hiacc	Diaphorase inh	L major viab	PMI act satM6P
Cc1ccc(C)c(C(=O)CSc2nnc(C)s2)c1	1.1	0.9	1	-7	1	-3	-6	13	-1	0.9
O=C(NCCc1ccccc1)C1CCCN(S(=O)(=O)c2cccs2)C1 (centres undefined)	1	0.9	0.9	-11	0.9	9	1	8	-5	0.9
CC(C)c1ccc(NC(=S)NNC(=O)c2cccs2)cc1	1	0.9	1	-130	1.4	-35	0	13	-8	1

Rows are unselected; overall some 10% were active at least once.
